Bioassay records as filed in PubChem.
HIV fusion peptide = inhibitors of HIV fusion peptide binding, primary screen, biochemical, uHTS, fluorescence dequenching (AID 1986) | cell-free peptide binding, fluorescence dequenching, 30 min; higher % means a stronger effect | one-dose inhibition, % at 20 µM; IC50 in µM for titrated hits | hit rate 0.3% among 290,000; in the data active means inhibition mostly above about 52%, no sharp cut-off; inactive means mostly below about 76%; further: some results filed as inactive read as strong as hits
Yfh1-depleted yeast = enhancers of respiration in Yfh1-depleted yeast, dose response, Friedreich's ataxia, plus single-dose screen (AID 1465); fold induction at 50 µM; hits with a dose series show EC50 in µM; S. cerevisiae Yfh1-off respiration, WST-1 reduction, 72 h; higher fold induction means a stronger effect; hit rate 0.074% among 220,000;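 active means fold induction of absorbance versus untreated yeast above a set limit, then at least 30% activation at any dose in follow-up; inconclusive means repeats straddling the limit, or above it without dose testing; inactive means fold induction below the set limit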;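 further: activators that raise dye reduction in frataxin-depleted yeast; strong numbers were not always called active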
NOD2 inhibition = NOD2 signaling inhibitors, cell-based, luminescence, uHTS, HEK293 (AID 1566). HEK293 NOD2/NF-kB luciferase reporter, luminescence; higher % means a stronger effect. inhibition, % at 4 µM; hits with a dose series show EC50 in µM. hit rate 0.63% among 290,000; further: many of its hits are not listed in these tables
KOR beta-arrestin-1 = KOR agonists, beta-arrestin recruitment, primary screen, cell-based, luminescence, uHTS (AID 1777). Kappa-type opioid receptor (Homo sapiens). KOR beta-arrestin recruitment, luminescence; higher % means a stronger effect. one-dose activation, % at 10 µM; EC50 in µM for titrated hits. hit rate 0.02% among 280,000; in the data active means activation above about 50%, passing the limit was not always enough; further: a part of the inactive calls stands beside numbers as strong as those of hits
West Nile virus CPE = West Nile virus antiviral activity, cell-based, CPE readout (AID 1621). West Nile virus-infected cells, CPE inhibition; higher % means a stronger effect. CPE inhibition, % at 10 µM, or IC50 in µM where a hit was titrated. hit rate 0.02% among 290,000; in the data active means a potency from the dose series; inconclusive means CPE inhibition mostly from about 3.7% at the one dose, without a potency; inactive means the rest, 99 in 100 with CPE inhibition below about 2.2%; further: strong numbers were not always called active
NS5 inhibitors = Dengue-2 NS5 methyltransferase inhibitors, primary screen, biochemical, confirmation dose response (AID 588689); Genome polyprotein (Dengue virus type 2 (strain 16681-PDK53)); Dengue-2 NS5 methyltransferase capping enzyme assay, biochemical; higher % means a stronger effect; inhibition, % at 25 µM, or IC50 in µM where a hit was titrated; hit rate 0.3% among 340,000; in the data active means a potency from the dose series; inconclusive means inhibition above about 29% without an active follow-up result
NOD1 inhibition = NOD1 signaling inhibitors, primary screen, cell-based, luminescence, uHTS (AID 1578); NOD1-driven NF-kB luciferase reporter cells, luminescence; higher % means a stronger effect; inhibition, % at 4 µM; hits with a dose series show EC50 in µM; hit rate 1% among 290,000; in the data active means inhibition mostly above about 36%, no sharp cut-off; inactive means mostly below about 34%;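 further: HEK-293T reporter cells stimulated with the NOD1 agonist gamma-tri-DAP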
AID2073 = inhibitors of Mint1-CaV2.2 protein interaction, biochemical, HTRF (AID 2073). HTRF protein-protein interaction, Mint1-CaV2.2; higher % means a stronger effect. hit rate 0.19% among 290,000. inhibition, % at 20 µM, or IC50 in µM where a hit was titrated. Voltage-dependent N-type calcium channel subunit alpha-1B (Homo sapiens); in the data active means inhibition mostly above about 51%, no sharp cut-off; inconclusive means no clear call, values can overlap the other calls; inactive means mostly below about 53%; further: some results filed as inactive read as strong as hits
KOR beta-arrestin-2 = KOR antagonists, beta-arrestin recruitment, cell-based, luminescence, uHTS (AID 1778). Kappa-type opioid receptor (Homo sapiens). KOR beta-arrestin recruitment, luminescence, antagonist mode; higher % means a stronger effect. one-dose inhibition, % at 10 µM; IC50 in µM for titrated hits. hit rate 0.091% among 290,000; further: strong numbers were not always called active
Numbers without * were called inactive; i = inactive; ? = inconclusive; · = no result given; [ ] = dose if it differs, or a comment. Unless noted, no stated cut-off is given here; in the data, active means inhibition above about 50%; inactive means the rest.

SMILES | HIV fusion peptide | Yfh1-depleted yeast | NOD2 inhibition | KOR beta-arrestin-1 | West Nile virus CPE | NS5 inhibitors | NOD1 inhibition | AID2073 | KOR beta-arrestin-2
CN(CC(=O)Nc1cccc2ccccc12)C(=O)c1cccc(S(=O)(=O)N(C)C)c1 | 0.1% | i | 0% | -2.9% | -0.1% | -7% | -2% | -4% | 9%
O=C(CSc1nc2ccccc2o1)Nc1nc2ccc(Br)cc2s1 | 1.0% | i | 22% | -3.3% | -0.1% | 5% | -43% | 1% | -9%
Cc1ccc(N=Nc2c(C)[nH]n(C(N)=S)c2=O)cc1C | 0.6% | i | -89% | -0.1% | -1.0% | 1% | -60% | -7% | -10%
Oc1ccc(Br)cc1/C=N/Nc1nc(N2CCCCC2)nc(N2CCOCC2)n1 | 1.1% | i | 12% | -2.0% | 0.7% | · | -15% | 32% | 5%
CCOc1cc(NC(=S)NCCCOC)c(OCC)cc1NC(=O)c1cccs1 | -2.0% | i | 8% | -1.5% | -0.8% | -1% | -29% | -21% | 22%
CC1=C(C(=O)N2CCOCC2)C(c2ccc(C)cc2)NC(=S)N1 (configuration not stated) | 2.4% | i | 8% | 1.7% | 0.7% | -13% | -33% | -29% | -7%
Cc1nc2ccc(-c3nc4cc(N)ccc4o3)cc2[nH]1 | -2.8% | i | -54% | -1.7% | 0.7% | -2% | -25% | ? | -40%
Cc1cc(=O)oc(C)c1C(=O)N1CCN(C(c2ccccc2)c2ccccc2)CC1 | 3.7% | i | -8% | 8.3% | 1.0% | 2% | 5% | 1% | 11%
COc1ccccc1NC(=O)CNC(=O)c1ccc([N+](=O)[O-])cc1 | 0.1% | i | -7% | -1.8% | -0.1% | 6% | -56% | -13% | -33%
O=C(NCc1nnc(SCC(=O)N2CCN(c3ccccc3)CC2)o1)c1c(F)cccc1F | -1.0% | · | 10% | 2.6% | -0.8% | -7% | -16% | 13% | -17%
CC(C)c1cc(C(=O)N2CCCC(N3CCN(c4ccc(F)cc4)CC3)C2)no1 (configuration not stated) | -1.6% | · | 11% | -0.9% | -0.3% | -15% | -6% | 12% | 11%
O=c1c2c(-c3cccs3)csc2ncn1-c1ccc(Br)cc1 | -2.2% | i | -5% | 7.3% | 0.1% | -10% | 15% | -7% | 6%
O=C(Cn1cc2c(n1)CCCCC2)NCCN1CCOCC1 | -1.3% | i | 10% | 0.1% | 0.1% | 3% | 5% | 2% | -5%
C=CCNC(=O)N[C@@H](CCSC)C(=O)OC | -1.9% | i | 1% | -7.8% | -0.3% | -1% | 4% | 4% | 30%
COc1ccc(S(=O)(=O)N2CCN(Cc3ccc4c(c3)OCO4)CC2)cc1 | 2.3% | · | 11% | 1.3% | -0.3% | 0% | 25% | 7% | 2%
Cn1c(CCCCCN)nc2ccccc21 | -0.2% | i | 11% | -2.8% | -0.1% | -4% | 4% | -1% | -2%
CC(=O)N1CCN(S(=O)(=O)c2cccc(C(=O)Nc3nccs3)c2)CC1 | 0.2% | i | 12% | -2.5% | -0.9% | 3% | -34% | 1% | 16%
CC(=O)c1c(O)c2ccccc2n(Cc2ccccc2)c1=O | -0.2% | · | 17% | -4.6% | 0.0% | 5% | 3% | 2% | -4%
Cc1ccc(C(=O)Nc2cccc(C(F)(F)F)c2)cc1Nc1cnccn1 | 2.9% | i | 14% | 8.4% | -1.0% | -5% | -4% | 5% | 0%
COc1ccc(CN2C(=O)CN=C2Nc2cc(C)ccc2C)cc1 | 1.7% | i | 1% | 0.8% | 0.3% | -4% | -5% | 26% | 9%
Cc1ccc(S(=O)(=O)N2CCCCC2)cc1NC(=O)c1ccc2c(=O)n3c(nc2c1)CCCCC3 | 3.1% | i | 18% | 5.6% | -0.9% | · | 29% | 2% | 12%
CCCCC(CCC(=O)Nc1cccc([N+](=O)[O-])c1)C(=O)O (configuration not stated) | 1.1% | i | 4% | 2.7% | -0.2% | -9% | -4% | 15% | 25%
Cc1nn(-c2ccccc2)c(N2CCCC2)c1/C=N/NC(=O)c1cc(-c2ccccn2)nc2ccccc12 | 2.7% | i | 14% | -3.9% | 1.3% | 7% | -11% | -2% | 7%
CC(NC(=O)Cc1ccccc1)c1nc2ccccc2[nH]1 (configuration not stated) | -0.7% | i | -16% | 1.5% | 0.0% | -3% | -10% | -1% | 30%

Single values from the list:
Cc1nn(-c2ccccc2)c(N2CCCC2)c1/C=N/NC(=O)c1cc(-c2ccccn2)nc2ccccc12 | HIV fusion peptide: 2.7%
Cn1c(CCCCCN)nc2ccccc21 | NOD2 inhibition: 11%

Carrying on.
SMILES | HIV fusion peptide | Yfh1-depleted yeast | NOD2 inhibition | KOR beta-arrestin-1 | West Nile virus CPE | NS5 inhibitors | NOD1 inhibition | AID2073 | KOR beta-arrestin-2
CC(C)(C)C(=O)Cn1c(NCCCO)nc2ccccc21 | 3.2% | i | -5% | 29% | -0.2% | · | -11% | -2% | 8%
COc1cccc(NC(=O)CN(C)C(=O)CCc2nc3sc4c(c3c(=O)[nH]2)CCCC4)c1 | 9.6% | · | 14% | 2.8% | -0.5% | 3% | -15% | 34% | 5%
CCC(=O)Nc1nc(C)c(-c2csc(Nc3ccc(C(=O)O)cc3)n2)s1 | 11% | · | 5% | -0.9% | 0.6% | 0% | -9% | 2% | 10%
Cc1ccc2nc(Cl)c(C3CC(c4cccs4)=NN3C(=O)CCCC(=O)O)cc2c1 (configuration not stated) | 2.9% | i | 6% | 10% | 0.2% | 4% | -8% | 17% | 10%
CCOC(=O)C1CSC(CC(=O)Nc2ccc(OC(F)(F)F)cc2)C(=O)N1 (configuration not stated) | -0.5% | i | 6% | -0.8% | -0.3% | 7% | -7% | 41% | 10%
Brc1ccccc1OCCCN1CCOCC1 | -0.7% | i | 16% | -2.6% | -0.3% | -2% | -8% | 2% | 1%
COc1ccc(S(=O)(=O)N2CCCCC2C(=O)O)cc1 (configuration not stated) | 0.2% | i | -3% | -2.5% | -0.1% | -1% | -27% | 6% | 16%
Cc1nc(NCCc2ccccc2)c2oc3ccccc3c2n1 | -3.3% | i | 28% | 1.1% | -0.7% | 6% | 29% | 17% | -32%
Cc1noc(C)c1COC(=O)c1ccc(-c2nc3ccccc3s2)s1 | 0.7% | i | -38% | 8.0% | -0.1% | 5% | -52% | 6% | -5%
C#CCn1c(=NC(=O)c2ccc(Cl)s2)sc2cccc(OC)c21 | 0.5% | i | -10% | -3.8% | 1.1% | -1% | -43% | 24% | 22%
Cn1nnnc1SCC(=O)NCc1ccco1 | -0.1% | i | 11% | 0.1% | -0.3% | -3% | -1% | 2% | 11%
COc1ccc(-c2cc(C(F)(F)F)nc(N3CCCCC3)n2)cc1OC | 4.1% | i | 6% | 0.0% | -0.8% | -2% | -4% | 3% | 11%
COc1ccc(C(CC(=O)NCc2ccccc2)C(C)C)cc1 (configuration not stated) | -1.2% | i | -10% | 1.5% | -0.9% | 2% | -7% | ? | 25%
N#C/C(=C\c1cn(CCOc2ccccc2)c2ccccc12)C(=O)NCc1cccs1 | 0.2% | i | -18% | 17% | -0.7% | -4% | -34% | -1% | -76%
Cc1ccc(C(=O)Nc2ccc([N+](=O)[O-])cn2)o1 | 13% | i | -46% | -1.5% | -0.1% | 3% | -28% | 4% | -34%
O=C(O)c1ccccc1NC(=O)C1CCN(S(=O)(=O)c2cccc3nsnc23)CC1 | 0.9% | · | 6% | 2.4% | 0.6% | -4% | -3% | 18% | -20%
O=C(/C=C/Nc1ccc(F)cc1)c1ccc(Br)cc1 | -1.0% | i | -251% | -1.0% | -0.1% | -4% | -50% | 14% | -21%
CCN(CC)CCNc1cc(C)nc2c1C(=O)C(=O)C=C2N1CCCCC1 | 1.7% | i | 26% | · | ? | 17% | 101%* | 55% | -2%[20 µM]
CN(C)c1ccc(NC(=O)c2sc(SCC(=O)Nc3ccc(Br)cc3)nc2N)cc1 | -3.2% | i | -8% | 2.7% | -0.1% | -1% | -1% | 19% | -15%
NS(=O)(=O)c1cc2c(cc1Cl)NC(C1C[C@H]3C=C[C@@H]1C3)NS2(=O)=O (some centres not stated) | 0.9% | i | 12% | 0.1% | 0.5% | -3% | -35% | -2% | -25%
Cc1c[nH]c2cccc(OCC(CNC(C)(C)C)OC(=O)c3ccccc3)c12 (configuration not stated) | 0.0% | · | 5% | -3.2% | -1.0% | -5% | -12% | 4% | -29%
COc1ccc(C(=O)CSc2nnc(CNC(=O)c3ccccc3)o2)cc1 | -2.5% | · | 2% | 1.0% | -0.8% | -4% | 28% | 3% | 9%
O=C(COc1ccc(C(=O)O)cc1)Nc1cccc(C(F)(F)F)c1 | -1.7% | i | 11% | -0.1% | 0.1% | -4% | -3% | -4% | -29%
COc1ccc(NC(=O)CNc2cccc(C#N)c2)cc1Cl | -1.4% | i | -15% | -1.3% | -0.3% | 1% | -22% | 4% | 22%
Cn1c(NC(=O)C[n+]2cc(-c3ccc(Cl)cc3)n3c2CCC3)cc(=O)n(C)c1=O | -0.7% | i | 12% | 2.6% | -0.2% | 4% | -16% | 6% | -16%
COc1ccc(/C=C/C(=O)Nc2cc(S(=O)(=O)N3CCOCC3)ccc2C)cc1OC | -1.5% | i | -7% | -4.7% | 0.0% | 0% | -9% | 17% | 4%
CC(C)/C=C(/C(=O)c1ccc(Cl)cc1Cl)n1cncn1 | -1.2% | · | 12% | -2.9% | -0.8% | -34% | 7% | 0% | 23%
CCN(C(=O)CN1CCN(S(=O)(=O)c2cc(Cl)ccc2Cl)CC1)c1c(N)n(Cc2ccccc2)c(=O)[nH]c1=O | -1.7% | i | 13% | 4.2% | 0.6% | -7% | -11% | -8% | 30%
CC(=O)N1CCC(C(=O)OCc2ccc(Cl)cc2)(c2ccccc2)CC1 | -0.5% | · | 0% | 1.9% | -1.1% | -6% | 4% | 6% | -19%
CC1(C)CC(=O)C(c2c[nH]c3ccccc23)C(=O)C1 | 1.2% | i | 0% | 2.4% | 0.4% | 3% | 11% | 5% | -29%[20 µM]
COc1ccc(-c2cc(-c3ccc(Br)cc3)nc3ncnn23)cc1OC | -1.2% | i | 0% | -0.2% | -0.5% | -3% | -42% | 16% | 17%
Cc1nn(CC(=O)NCc2ccccc2Cl)c(C)c1[N+](=O)[O-] | -2.9% | i | 3% | -3.2% | -0.1% | -6% | · | 1% | -1%

Just NS5 inhibitors, for three of the compounds above:
Molecule	NS5 inhibitors
CC(=O)N1CCC(C(=O)OCc2ccc(Cl)cc2)(c2ccccc2)CC1	-6%
CC1(C)CC(=O)C(c2c[nH]c3ccccc23)C(=O)C1	3%
COc1ccc(-c2cc(-c3ccc(Br)cc3)nc3ncnn23)cc1OC	-3%

The list is partial. The share of hits here may be higher or lower than overall.
